# High-throughput results (PubChem BioAssay)
# IMPase Li inh = membrane-permeable IMPase blocker, potentiated with lithium | 210,000 compounds, 0.35% hits | Potency, µM (series often up to 59.4 µM), inactives show at the top dose activity, negative = IMPase inhibition, most hits filed as inhibitors | AID 1457 | CHO-M1 cells, IP1 TR-FRET (IP-One), carbachol + lithium;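 also: IP1 builds up when IMPase is blocked and the TR-FRET signal falls; potency is read from the fitted curve at half-maximal effect; plate controls were basal vehicle for no effect and high inhibitor control for full effect; nearly all actives have a fitted effect of over 50% in size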
#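 Steps: plate 2000 CHO-M1 cells per well and culture 16–30 h; add compound and lithium; incubate 30 min, 37C; add d2-IP1 tracer and Eu cryptate anti-IP1 antibody in lysis buffer; read after 10 min at room temperature.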
# HTT aggregate = inhibitors of mutant huntingtin aggregate formation in PC12 cells | PC12 HttQ103-GFP aggregates, Acumen cytometry, 40 h | Potency, µM (highest dose often 46.1 µM), inactives show at the highest dose activity change, negative = inhibition, actives largely listed as inhibitors | 220,000 compounds, 1.1% hits; also: potency is read from the fitted curve at half-maximal effect; % is scaled to controls: 0 for no effect and ±100 for the full control effect; nearly all actives have a fitted effect of over 60% in size
#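 Multiplexed with ATP-based cell death, this channel scores GFP aggregates in PC12 cells expressing inducible HTTex1-Q103-GFP. Induction used 100 nM tebufenozide; compounds were tested in concentration series.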
# SMN2 splice enh = enhancers of SMN2 splice variant expression. 210,000 compounds, 2.8% hits. HEK293 SMN2-luciferase splicing reporter, luminescence, 30-36 h. Potency, µM (top dose mostly 46.1 µM), for inactives: at the top dose activity change, positive = activation, usual class: activators; also: potency is read from the fitted curve at half-maximal effect; % of control where 0% means no effect; nearly all actives have a fitted effect of over 55% in size
#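 HEK293 cells carry an SMN2 minigene-luciferase reporter in which exon 7 inclusion puts luciferase in frame. Cells were seeded at 2000 cells/well, attached for 10-12 hours, then exposed to compounds for 30-36 hours at 37C before ONE-Glo luminescence.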
# HTT ATP protect = Huntington cell model cytoprotection by ATP luminescence | 230,000 compounds, 0.14% hits | PC12 HTT-Q103 induced, cytoprotection, ATP luminescence, 40 h | Potency, µM (doses to about 56.4 µM), without a hit: cytoprotection (ATP increase), most hits filed as activators;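 also: potency is read from the fitted curve at half-maximal effect; % of control where 0% means no effect; nearly all actives have a fitted effect of over 45% in size; toxic huntingtin expression switched on by the ecdysone agonist tebufenozide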
#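 ATP quantification (ATPlite) reports survival of PC12 cells in which tebufenozide, 100 nM final, switches on Htt exon 1 with 103 glutamines linked to GFP; compounds are titrated.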
# Lamin A splicing = LMNA splicing modulation | 200,000 compounds, 0.01% hits | Potency, µM (titrated, usually from 46.1 µM), for inactives: at the highest dose ratio change, negative = inhibition, hits mostly inhibitors | AID 1487 | HeLa LMNA splicing GFP/RFP minigene ratio, 48 h; active = well fitted inhibition curve with a large enough effect in the signal ratio, with a control signal flat, not every such curve was filed as active; inconclusive = small, poorly fitted or top-dose-only effect, or effect the other way, or a change in a side signal; the % refers to the signal ratio; also: potency is read from the fitted curve at half-maximal effect; % is scaled to controls: 0 for no effect and ±100 for the full control effect
#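 S3 HeLa cells stably expressing lamin A-EGFP splicing minigene plus DsRed2, 600 cells/well, 48 h compound exposure at 37C. Laser-scanning cytometry; analysed as GFP (500-530 nm)/RFP (575-640 nm) total intensity ratio; 0.5% DMSO vehicle.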
# KinaseGlo FLuc = Kinase-Glo luciferase inhibition (counter-screen); Potency, µM (titrated, usually from 38.3 µM), for inactives: at the top dose activity change, negative = inhibition, hits mostly inhibitors; Q27757; 200,000 compounds, 0.28% hits; Kinase-Glo luciferase, ATP luminescence, 8 min; AID 1379; also: potency is read from the fitted curve at half-maximal effect; % is scaled to controls: 0 for no effect and ±100 for the full control effect; nearly all actives have a fitted effect of over 60% in size
#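 Light output from Kinase-Glo luciferase with luciferin and 10 uM ATP in 50 mM imidazole pH 7.2, KCl, MgCl2, Tween 20, BSA; compound pin-delivered, 8-min ambient incubation, then luminescence read.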
# CBFb-RUNX1 inh = CBF-beta/RUNX1 interaction disruption. Potency, µM (titrated, usually from 59.8 µM), inactives show at the top dose activity, negative = inhibition, usual class: inhibitors. 230,000 tested, under 10 active. Q01196+Q13951. AlphaScreen CBFb-His/RUNX1-biotin binding, biochemical; also: % of control where 0% means no effect
# Target sequence (Q01196 whole entry, looked up): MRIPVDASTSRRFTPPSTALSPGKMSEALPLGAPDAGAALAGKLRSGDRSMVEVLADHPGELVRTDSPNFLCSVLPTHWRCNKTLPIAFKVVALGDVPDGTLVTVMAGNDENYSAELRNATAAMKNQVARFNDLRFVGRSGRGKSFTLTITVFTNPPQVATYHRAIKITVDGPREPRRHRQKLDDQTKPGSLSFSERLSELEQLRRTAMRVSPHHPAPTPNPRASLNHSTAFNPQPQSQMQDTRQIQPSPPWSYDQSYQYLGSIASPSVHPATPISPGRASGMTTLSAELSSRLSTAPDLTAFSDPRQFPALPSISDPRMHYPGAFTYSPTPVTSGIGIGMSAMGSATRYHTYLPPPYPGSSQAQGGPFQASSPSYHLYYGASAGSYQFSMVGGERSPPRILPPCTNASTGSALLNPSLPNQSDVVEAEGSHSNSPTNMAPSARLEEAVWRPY
# Target sequence (Q13951 whole entry, looked up): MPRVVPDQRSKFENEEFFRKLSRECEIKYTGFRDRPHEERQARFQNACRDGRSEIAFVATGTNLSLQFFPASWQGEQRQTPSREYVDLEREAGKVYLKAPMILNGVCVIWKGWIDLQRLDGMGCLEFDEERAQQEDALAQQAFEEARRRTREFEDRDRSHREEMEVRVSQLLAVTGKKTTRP
#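 Proteins preincubated together for 20 min at RT before compound addition; 15 min later, nickel and streptavidin beads were added and left 90 min prior to AlphaScreen measurement.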
# The depositor's hits bear a star; ? = inconclusive; . = no result given; [ ] = dose if it differs, or a comment. Unless noted, calls follow the shape of the dose curve; as a rule, active = well fitted curve in the direction sought with a large enough effect; inconclusive = small, poorly fitted or top-dose-only effect, or another doubt; inactive = no such curve, though single readings can be large; an effect the other way counts as inactive or inconclusive.
SMILES,IMPase Li inh,HTT aggregate,SMN2 splice enh,HTT ATP protect,Lamin A splicing,KinaseGlo FLuc,CBFb-RUNX1 inh
Cc1cc2nc3n(c2cc1C)CC1CC(C(=O)NCc2ccco2)N(C)C31 (stereo not given),.,-15.1%[9.22 µM],.,16.4%[10 µM],.,.,11.8%
Nc1nc(Sc2ccc([N+](=O)[O-])c3nonc23)c2[nH]cnc2n1,15.7%,.,-50.2%[inhibitor][9.22 µM],-9.9%[10 µM],.,-14.7%[7.66 µM],.
N#Cc1c(N)nc(SCC(=O)NCCc2ccccc2)c(C#N)c1-c1cccs1,?,13.4%,-9.8%,-20.2%,10.7%,-4.0%,?
Cc1c(O)nc2ccccn2c1=O,.,-15.6%[9.22 µM],.,-3.0%[10 µM],.,.,-8.6%
CCOC(=O)c1c(Nc2ccc(Cl)cc2)sc(/C=C2\C=Nc3ccccc32)c1O,26.3%[38.3 µM],-9.1%,-15.2%,-44.6%[inhibitor],5.5%,-3.7%,-3.8%
COc1ccc(CCNC(=O)Nc2ccc([N+](=O)[O-])cc2)cc1OC,10.5%,-6.2%,-33.6%[inhibitor],.,.,-0.6%,7.1%
O=c1[nH]cnc2c1cnn2Cc1ccccc1,-6.6%[38.3 µM],13.0%,-9.2%,-0.4%,18.3%,-2.8%,12.5%
COc1ccc(NC(=O)Cn2nc([N+](=O)[O-])c(Cl)c2C)cc1OC,.,11.4%[9.22 µM],.,43.1%[10 µM],.,.,-4.3%
COc1cccc(N2CC(C(=O)Nc3nnc(SCC(=O)c4ccccc4)s3)CC2=O)c1 (stereo not given),7.2%,-14.3%,-9.6%,24.6%[10 µM],?,1.1%,-9.2%
CCOc1ccc(-c2nnc(SCC(=O)N(CC)CC)n2N)cc1,-9.3%[38.3 µM],-12.6%,-9.6%,2.3%,4.7%,-2.4%,-5.3%
CN(C1CCCCC1)S(=O)(=O)c1ccc(NC(=O)C2CCCCC2C(=O)O)cc1 (stereo not given),20.1%[38.3 µM],4.1%,.,-26.8%[0.074 µM],5.1%,-0.4%,3.0%
Cc1ccc2nsnc2c1NC(=O)COc1ccccc1F,-0.1%,12.1%,-19.5%,-37.0%[inhibitor],?,1.1%,9.9%
Cc1cc(C(=O)NNc2cc(Cl)ccc2Cl)no1,.,2.8%[9.22 µM],.,-5.1%[10 µM],.,.,-3.8%
O=C(Cn1ccc2ccccc2c1=O)NCCC(=O)N1CCN(C2CCCCC2)CC1,2.6%[38.3 µM],-8.4%,7.6%,7.4%[0.074 µM],8.2%,-0.3%,10.3%
CCOC(=O)c1cnc2c(C(=O)OC)cccc2c1NCc1cccnc1,26.7%,5.4%[9.22 µM],5.8%,-15.3%[10 µM],.,0.5%,4.3%

# Three entries picked at random from the list so far, as already listed:
SMILES,IMPase Li inh,HTT aggregate,SMN2 splice enh,HTT ATP protect,Lamin A splicing,KinaseGlo FLuc,CBFb-RUNX1 inh
COc1ccc(NC(=O)Cn2nc([N+](=O)[O-])c(Cl)c2C)cc1OC,.,11.4%[9.22 µM],.,43.1%[10 µM],.,.,-4.3%
Nc1nc(Sc2ccc([N+](=O)[O-])c3nonc23)c2[nH]cnc2n1,15.7%,.,-50.2%[inhibitor][9.22 µM],-9.9%[10 µM],.,-14.7%[7.66 µM],.
N#Cc1c(N)nc(SCC(=O)NCCc2ccccc2)c(C#N)c1-c1cccs1,?,13.4%,-9.8%,-20.2%,10.7%,-4.0%,?

# Following part
SMILES,IMPase Li inh,HTT aggregate,SMN2 splice enh,HTT ATP protect,Lamin A splicing,KinaseGlo FLuc,CBFb-RUNX1 inh
COc1cc2c(cc1OC)C(C)N(C(=O)c1c(C)noc1C)CC2 (stereo not given),.,-5.7%[9.22 µM],.,10.3%[10 µM],4.5%[46 µM],.,4.8%
CCS(=O)(=O)NCc1csc(C)n1,-5.0%,0.8%,0.6%,36.6%[10 µM],-8.4%,2.5%,4.4%
Cc1cc(C(=O)COc2ccc3ccc(=O)oc3c2)c(C)n1C,4.0%,14.4%,1.5%,-54.9%[inhibitor],-7.0%[9.22 µM],0.8%,6.6%
Cc1n[nH]c(=O)nc1N/N=C/c1ccc(O)c([N+](=O)[O-])c1,4.2%,-14.9%,-6.6%,1.5%[10 µM],2.2%,-19.8%,2.2%
CN(C)c1ccc(CN(C(=O)COc2ccc(F)cc2)C2CCS(=O)(=O)C2)cc1 (stereo not given),0.0%[38.3 µM],4.6%,-17.0%,-1.4%[0.074 µM],-6.9%,-7.3%,-4.3%
O=C(CSc1ccc(-c2ccco2)nn1)NCc1ccc2c(c1)OCO2,?,-10.5%,-2.7%,1.8%,.,1.6%,?
O=C(NCCOc1ccccc1-c1ccccc1)c1ccco1,10.7%,-6.3%[9.22 µM],12.8%,-8.4%[10 µM],-5.0%[46 µM],1.0%,2.7%
Cc1cnc(NC(=O)Cc2cccs2)s1,0.5%,?,-5.8%,-38.7%[inhibitor],.,-3.8%,-8.0%
CN(C)CCOC(=O)CC12CC3CC(C1)CC(CC(=O)OCCN(C)C)(C3)C2,2.8%,-2.8%[9.22 µM],.,-19.6%[10 µM],.,-5.1%,13.2%
O=C(N/N=C\c1c(O)ccc2ccccc12)c1ccc(Cn2cccn2)o1,-4.5%,?,-92.7%[inhibitor],.,?,0.0%,-12.3%
Cn1nnnc1SCC(=O)NC1CCCCC1,10.3%[38.3 µM],20.0%,15.5%,-1.2%[10 µM],0.1%,0.1%,1.6%
CC(=O)NC(=S)Nc1ccc(NC(=O)COc2ccc(C(C)C)cc2)cc1,-1.4%,3.6%,5.7%,.,3.8%,0.2%,6.9%
CC(C)(C)OC(=O)Nc1ncnc2c1ncn2C1OC(CO)C2OC(C)(C)OC21 (stereo not given),.,-13.7%[9.22 µM],.,12.1%[10 µM],.,.,9.2%
Cc1cc(NC(=S)N(Cc2ccc(Cl)cc2)Cc2ccc(C(=O)O)cc2)ccc1Cl,0.5%,-10.3%,-29.2%,-25.6%,2.7%[46 µM],10.6%,-0.7%
CC(=O)Nc1cccc(S(=O)(=O)N2CCCCCC2)c1,2.3%,3.8%,-4.9%,-7.6%[10 µM],-8.6%,3.5%,7.6%
Cc1ccc(S(=O)(=O)N2CCCCC2)cc1NC(=O)Cc1c[nH]c2ccccc12,2.2%,21.7%,-26.5%,-4.8%[10 µM],-21.3%,1.1%,-3.5%
NC(=O)CCS(=O)(=O)c1ccc(Cl)cc1,1.8%,26.9%[9.22 µM],.,11.5%[10 µM],?,-0.4%,-0.2%
Cc1ccc(NC(=S)NN2CCOCC2)c(C)c1,-2.5%[38.3 µM],-12.4%,-3.8%,4.9%,10.9%,1.3%,4.5%
COc1ccc(CC(=O)OCC(=O)NC(=O)NC(C)C)cc1,1.3%[38.3 µM],2.0%,5.5%,-12.8%,15.1%,-1.8%,2.0%
COc1ccc(OC)c(NC(=O)C(CC(C)C)NC(=O)C2CCCCC2)c1 (stereo not given),-3.1%[38.3 µM],11.7%,-1.4%,-34.4%,-5.7%,1.2%,3.9%
N#C/C(=N\Nc1ccc(S(=O)(=O)N2CCCCCC2)cc1)C(N)=S,6.3%,.,-23.0%,.,.,-2.3%,3.3%
CN(CCc1cnn(C)c1)Cc1cn[nH]c1-c1ccc(-c2ccccc2)cc1,0.9%,-0.8%[9.22 µM],10.1%,-0.7%[10 µM],3.3%[46 µM],1.8%,4.9%
Cn1nnnc1SCCNCc1ccccc1OCc1ccc(Cl)cc1,-13.8%,-5.6%,-42.8%[inhibitor],-3.0%[10 µM],?,-4.2%,?
COc1ccc2[nH]cc(CCNc3nc(-c4ccccc4CN(C)C)nc4ccccc34)c2c1,11.3%,.,-29.5%,-39.0%[inhibitor],?,-0.2%,.
O=C1CCCCC1Sc1nnc(Nc2ccccc2)s1 (stereo not given),-7.7%,-4.3%,10µM*,-75.5%[inhibitor],.,-2.5%,-0.1%
O=S(=O)(c1cccc2cccnc12)N1CCN(c2ccccn2)CC1,6.7%,-16.1%[9.22 µM],.,-12.9%[10 µM],.,-0.4%,-2.3%
O=C(C(NS(=O)(=O)c1cccc2nsnc12)c1ccccc1)N1CCN(c2ccccn2)CC1 (stereo not given),1.8%[38.3 µM],-2.7%,6.8%,-21.3%,1.9%,-1.3%,-5.1%
CCSc1nnc(NC(=O)CSc2nnc(CNC(=O)c3ccccc3F)o2)s1,-4.7%,0.6%,5.1%,.,?,0.0%,28.6%
C/C(=N\NC(=O)C(N)=O)c1ccc2c(c1)OCCO2,3.4%,?,20.9%,18.4%[10 µM],.,-5.1%,-12.9%
O=C(NCCC1=CCCCC1)c1cc2ccccc2oc1=O,.,-0.8%[9.22 µM],.,-4.6%[10 µM],.,.,9.7%
Cc1cc(NC(=O)c2cccc(COc3ccc(Br)cc3)c2)no1,?,-13.0%,0.355µM*,-21.6%[10 µM],-3.3%,6.2%,-12.7%
Cc1ccc(S(=O)(=O)Nc2ccccc2/C=N/c2nc3ccccc3n2C)cc1,6.9%,25.2%,3.2%,-12.2%[10 µM],?,-1.2%,-1.9%
O=C(O)[C@@H]1CCCN1Cc1ccc2c(c1)OCO2,7.9%,.,-14.7%[9.22 µM],2.8%[10 µM],.,-3.8%[7.66 µM],.
Cc1ccc(NC(=O)CNCc2ccccc2)cc1Br,2.6%,7.2%,11.9%,-30.3%,9.7%[9.22 µM],-0.7%,9.1%
COc1ccc(Br)cc1CN(C)CC(=O)NCCc1ccccc1,12.1%,6.3%,-8.5%,-30.0%,.,2.0%,7.7%
O=C(COC(=O)c1cccs1)Nc1nc(-c2ccccc2)cs1,.,4.4%,.,22.8%[10 µM],-11.8%,.,1.8%
COc1ccc(/C=N/n2cnnc2)cc1Cn1nc(C)c([N+](=O)[O-])c1C,11.9%,4.3%[9.22 µM],-19.8%,-34.0%,.,2.3%,-4.3%
N#Cc1nc(-c2cccs2)oc1NCCCN1CCOCC1,-5.0%[38.3 µM],0.0%,9.9%,0.6%[10 µM],0.5%,4.2%,-8.3%
C/C(CC(=O)Nc1ccc2ccccc2c1)=N\NC(=O)c1cnccn1,3.2%,-10.0%,15.4%,15.7%[10 µM],-11.4%,2.5%,-6.0%
CCOC(=O)C1=C(C)N(c2ccc(OCC)cc2)C(=O)/C1=C\c1ccco1,2.1%,?,-5.9%,-64.8%[inhibitor],.,-0.4%,-24.7%
c1ccc2c[n+](CCCC[n+]3ccc4ccccc4c3)ccc2c1,11.7%,.,-10.1%[9.22 µM],16.1%[10 µM],.,-0.8%[7.66 µM],.
